# BCLXL inh: inhibitors of human Bcl-xL; inhibition, % at 10.9 µM; Q07817; GST-Bcl-xL / FITC-Bim BH3 peptide fluorescence polarization; 320,000 compounds, 0.7% hits;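 active = inhibition above the mean of all tested compounds plus 3 SD, cutoff set per campaign, cut at about 30% in these data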;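 also: 0% = DMSO wells and 100% = unlabeled Bim-BH3 peptide competitor; inhibitors lower millipolarization by displacing the labeled peptide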
# PME-1 inh: PME-1 (human) inhibition. 320,000 compounds, 0.53% hits. inhibition, % at 5.9 µM. recombinant PME-1, FP-Rh probe fluorescence polarization;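 active = inhibition above the campaign mean of all compounds plus 3 SD, cut at about 26% in these data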;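 also: competitive labeling of PME-1 active site by serine hydrolase directed probe; 0% = PME-1 with DMSO and 100% = wells lacking PME-1 enzyme; inhibitors block probe labeling so polarization falls and inhibition rises; many of its hits are not listed in these tables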
# MEX-5 binding: C. elegans MEX-5 TCR-2 RNA binding activity. activity score (negative = inhibition of binding), % at 10 µM. Q9XUB2. MEX-5/FITC-TCR2 RNA binding, fluorescence polarization; stronger effect = lower value. 300,000 compounds, 0.38% hits. AID 1832;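 active = inhibition past about -25% in most replicates, and total fluorescence under double the plate's negative control median, limit read from the data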;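 also: 0% = DMSO and -100% = 5 µM competing unlabeled TCR2 RNA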
# Target sequence (Q9XUB2 whole entry, looked up): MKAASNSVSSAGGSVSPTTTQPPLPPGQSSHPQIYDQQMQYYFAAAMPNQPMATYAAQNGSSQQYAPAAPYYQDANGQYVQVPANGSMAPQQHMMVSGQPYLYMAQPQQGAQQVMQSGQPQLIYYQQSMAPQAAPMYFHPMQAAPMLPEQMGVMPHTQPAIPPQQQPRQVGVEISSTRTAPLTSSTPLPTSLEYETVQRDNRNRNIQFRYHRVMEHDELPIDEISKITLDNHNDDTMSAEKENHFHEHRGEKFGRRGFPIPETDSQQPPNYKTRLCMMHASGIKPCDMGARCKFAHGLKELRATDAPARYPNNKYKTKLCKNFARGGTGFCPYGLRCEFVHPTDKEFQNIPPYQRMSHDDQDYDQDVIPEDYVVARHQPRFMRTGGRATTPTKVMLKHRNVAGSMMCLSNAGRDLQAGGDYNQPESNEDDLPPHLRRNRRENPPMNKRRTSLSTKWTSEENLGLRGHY
# PAD4 inh: blocks human protein arginine deiminase 4 | recombinant PAD4, RCA probe fluorescence polarization | inhibition, % at 6.36 µM | AID 485272 | Q9UM07 | 330,000 compounds, 0.41% hits;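 active = percent inhibition above a cutoff equal to the mean of all tested compounds plus 3 SD, cut at about 15% in these data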;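 also: 0% = PAD4 with RCA probe and DMSO and 100% = probe without PAD4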
# GSTO1 inh: GSTO1 inhibition, counter-screen for RBBP9 inhibitors; 300,000 compounds, 1.1% hits; inhibition, % at 5.96 µM; recombinant GSTO1, activity-based probe fluorescence polarization;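 active = inhibition above the campaign mean inhibition plus 3 SD, cut at about 35% in these data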;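 also: 0% = GSTO1-1 with DMSO and 100% = wells lacking GSTO1-1 enzyme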
# Target sequence (P78417 whole entry, looked up): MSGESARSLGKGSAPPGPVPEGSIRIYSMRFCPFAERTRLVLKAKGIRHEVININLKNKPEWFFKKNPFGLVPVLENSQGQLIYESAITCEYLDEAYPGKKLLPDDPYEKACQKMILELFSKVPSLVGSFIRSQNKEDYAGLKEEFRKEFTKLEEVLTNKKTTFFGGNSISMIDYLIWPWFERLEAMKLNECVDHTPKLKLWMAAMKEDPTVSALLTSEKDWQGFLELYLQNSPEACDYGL
# Fam108B counter: blocks mouse Fam108B hydrolase in RBBP9 counter-screen. recombinant Fam108B, FP-Rh probe fluorescence polarization. 300,000 compounds, 0.33% hits. inhibition, % at 9.51 µM;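 active = inhibition above the screen mean inhibition plus 3 SD, computed separately per campaign, cut at about 18% in these data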;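 also: inhibitors lower polarization as less probe binds the enzyme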
# TPT1 inh: C. albicans TPT1 enzyme inhibition; recombinant caTPT1, FP RNA substrate dephosphorylation; inhibition, % at 5 µM; 300,000 compounds, 0.81% hits; AID 1962;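 active = inhibition above the mean of all tested compounds plus 3 SD, set per screening campaign, cut at about 24% in these data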;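 also: plate controls were DMSO alone for no effect and ferristatin control at 100 nM for full effect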
# MCL1 BIM primary: disrupts human MCL1 binding to BIM-BH3 peptide; 320,000 compounds, 0.68% hits; inhibition, % at 10.9 µM; Q07820; GST-MCL1 / FITC-Bim-BH3 fluorescence polarization; AID 2057;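 active = inhibition above the mean inhibition of all tested compounds plus 3 SD, set per campaign, cut at about 40% in these data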;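 also: 0% = DMSO wells and 100% = unlabeled Bim-BH3 peptide control; higher means more loss of mP so more displacement of Bim peptide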
# Target sequence (Q07820 whole entry, looked up): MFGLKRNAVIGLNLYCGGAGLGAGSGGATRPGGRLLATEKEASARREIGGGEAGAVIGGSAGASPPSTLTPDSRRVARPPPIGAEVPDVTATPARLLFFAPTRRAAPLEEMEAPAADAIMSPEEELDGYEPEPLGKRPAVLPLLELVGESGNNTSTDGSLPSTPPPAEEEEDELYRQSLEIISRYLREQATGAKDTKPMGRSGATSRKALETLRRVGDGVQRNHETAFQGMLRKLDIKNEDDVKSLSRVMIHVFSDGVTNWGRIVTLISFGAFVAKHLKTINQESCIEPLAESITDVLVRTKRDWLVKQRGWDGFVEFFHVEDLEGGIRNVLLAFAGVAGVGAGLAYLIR
# GLD-1 TGE inh: GLD-1-TGE RNA interaction inhibition (C. elegans); Q17339; purified GLD-1 + fluorescein TGE RNA, fluorescence polarization; inhibition, % at 5.96 µM; 320,000 compounds, 0.44% hits; AID 2280;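 active = percent inhibition above a per-plate cutoff, the plate mean of test compounds plus 3 SD, cut at about 30% in these data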;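 also: 0% = DMSO wells with GLD-1 and probe and 100% = wells lacking GLD-1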
# Active calls of the source: *; nt = no result given. Not all compounds are listed; count on the stated rates, not on these rows.
nr	mol	GSTO1 inh	PAD4 inh	Fam108B counter	PME-1 inh	MEX-5 binding
1	CCC(=O)N1CCc2cc(S(=O)(=O)NCCC(=O)NC3CCCc4ccccc43)ccc21 (configuration not stated)	10	-3	2	23	-1.0
2	NC(=O)C1CC(=O)N(c2ccc(OCc3ccc(Cl)cc3Cl)cc2)C1 (configuration not stated)	1	0	1	2	-2.4
3	COc1cc(OC)cc(C(=O)Nc2cccnc2)c1	5	1	2	1	1.4
4	Cc1ccc(C)c(S(=O)(=O)Nc2ccc(O)cc2)c1	-1	-3	0	7	0.3
5	COc1ccccc1NC(=O)C1CCN(c2ncccn2)CC1	-7	-4	1	-6	1.0
6	CCCCOc1ccc(CON(C(C)=O)C(C)=O)cc1Cl	-2	-6	-2	-3	1.7
7	CCOC(=O)N1CCN(Cc2nc(-c3ccc(OC)cc3)no2)CC1	-5	3	0	1	3.0
8	CC(C)N(C(=O)NC(=O)Nc1ccccn1)S(C)(=O)=O	-5	0	-1	-1	1.2
9	COc1ccc(CNC(=O)N[C@@H](Cc2c[nH]c3ccccc23)C(=O)O)cc1	5	0	3	2	1.7
10	COc1ccccc1Cn1c(=S)[nH]c2ccccc2c1=O	3	-3	-5	-5	-1.6
11	CCOc1cc(S(=O)(=O)NCc2ccccc2)c(OCC)cc1-n1cnnn1	-8	-2	6	6	-0.9
12	Cc1cc(C)c(OCC(=O)Nc2nc(-c3ccccn3)cs2)c(C)c1	8	-7	-3	-11	-0.2

nr	BCLXL inh	TPT1 inh	MCL1 BIM primary	GLD-1 TGE inh
1	7	0	6	-3
2	4	-4	1	4
3	5	-2	2	8
4	4	3	-2	-2
5	-2	0	1	4
6	5	3	-9	-1
7	3	1	-2	4
8	-1	2	-7	0
9	0	0	-3	6
10	-1	1	0	-1
11	-2	2	2	-9
12	6	4	13	9

# Next section.
nr	mol	GSTO1 inh	PAD4 inh	Fam108B counter	PME-1 inh	MEX-5 binding
13	CCc1cc2cc(C)ccc2nc1SCC(=O)N1CC(=O)Nc2ccccc21	-10	-2	-5	-5	-1.7
14	Cc1ccc(NC(=O)C2CCC(=O)N2)cc1C (configuration not stated)	-4	-3	-3	-1	2.2
15	O=[N+]([O-])c1ccc2c(c1Nc1ccccc1Cl)=NC1(CCCCC1)N=2	16	2	11	7	-3.6
16	CC(=O)N1CCN(C(=O)c2ccc(C(=O)c3ccccc3)cc2)CC1	10	0	-3	-3	-1.4
17	Nc1cc(S(=O)(=O)Nc2ccc(Cl)cc2)ccc1N1CCOCC1	6	0	0	5	2.1
18	c1ccc(Cc2noc(CN3CCC(CN4CCOCC4)CC3)n2)cc1	1	-1	-3	5	0.6
19	CC(=O)NC(=S)Nc1ccc2oc(=O)ccc2c1	0	0	-3	1	5.5
20	CC(C)CC(NC(=O)c1ccc(Cl)cc1)C(=O)OCc1cc([N+](=O)[O-])cc2c1OCOC2 (configuration not stated)	-2	3	-8	5	0.3
21	Cc1ccc(S(=O)(=O)N2CCCN(C(=O)c3ccc(-n4cccn4)cc3)CC2)cc1	nt	-1	nt	0	nt
22	Cc1c(N=Cc2ccc[nH]2)c(=O)n(-c2ccccc2)n1C	-2	4	-2	0	-3.4
23	CC(C)C(=O)Nc1ccc(NC(=O)c2ccccn2)cn1	2	-1	-1	-4	-1.9
24	COc1cccc(OC)c1-c1nn(-c2ncc(C(F)(F)F)cc2Cl)c(=O)o1	5	0	3	-1	-0.7

nr	BCLXL inh	TPT1 inh	MCL1 BIM primary	GLD-1 TGE inh
13	3	-3	0	-2
14	2	-4	5	7
15	6	-4	1	-6
16	6	2	3	12
17	21	0	22	0
18	8	-3	7	-6
19	2	2	4	4
20	4	-1	7	3
21	5	nt	-2	-1
22	6	0	9	1
23	5	-5	11	4
24	4	0	2	-2

# Other compounds
nr	mol	GSTO1 inh	PAD4 inh	Fam108B counter	PME-1 inh	MEX-5 binding
25	C=CCc1ccc(OCCn2cccc2C=O)c(OC)c1	1	5	3	3	-1.4
26	CC(C)N(N=Nc1ccc([N+](=O)[O-])cc1)C(C)C	5	-4	0	-4	-1.3
27	O=[N+]([O-])c1ccc(CN2CCN(c3ccccc3Cl)CC2)o1	2	-5	5	-7	-1.3
28	Cc1ccc(N2CC(C(=O)Nc3nccs3)CC2=O)cc1Cl (configuration not stated)	0	9	3	7	1.7
29	Cc1ccc(CN2CCCNC2=O)cc1	4	1	0	-3	1.4
30	O=C(NC1CCSC1=O)c1ccc(Cl)cc1 (configuration not stated)	-5	-4	-1	6	1.3
31	O=C1CCCC2(O)C1C(c1cccc(Br)c1)NC(=O)N2Cc1ccccc1 (configuration not stated)	14	-3	-1	0	0.9
32	COc1cc2c(cc1OC)C1(C)N(CC2)C(C(C)=O)=NN1c1ccc(Cl)cc1 (configuration not stated)	-2	2	2	0	0.3
33	COc1cccc(NC(=O)C2C3C=CC4(O3)C2C(=O)N(CCCN2CCCC(C)C2)C4C(=O)NC2CCCCC2C)c1 (configuration not stated)	-6	-3	-5	-2	0.0
34	CCCCNC(=O)C1C2C=CC(C2)C1C(=O)O (configuration not stated)	4	6	1	-1	0.3
35	CC(C)(C)c1csc(NC(=O)c2cccnc2Cl)n1	-4	-3	-1	-5	-0.9
36	O=C(COC(=O)c1cc[n+]([O-])cc1)Nc1ccc([N+](=O)[O-])cc1	2	0	-1	-3	-0.6

nr	BCLXL inh	TPT1 inh	MCL1 BIM primary	GLD-1 TGE inh
25	4	2	4	9
26	1	0	11	-4
27	0	0	1	8
28	6	-1	1	-1
29	5	0	6	2
30	0	-2	-2	1
31	6	-5	-3	-4
32	1	8	-11	-1
33	5	-2	7	2
34	0	5	3	-4
35	-6	1	-5	-3
36	-1	-3	-3	4

# Compounds 25–33, reprinted for reference:
nr	mol	GSTO1 inh	PAD4 inh	Fam108B counter	PME-1 inh	MEX-5 binding
25	C=CCc1ccc(OCCn2cccc2C=O)c(OC)c1	1	5	3	3	-1.4
26	CC(C)N(N=Nc1ccc([N+](=O)[O-])cc1)C(C)C	5	-4	0	-4	-1.3
27	O=[N+]([O-])c1ccc(CN2CCN(c3ccccc3Cl)CC2)o1	2	-5	5	-7	-1.3
28	Cc1ccc(N2CC(C(=O)Nc3nccs3)CC2=O)cc1Cl (configuration not stated)	0	9	3	7	1.7
29	Cc1ccc(CN2CCCNC2=O)cc1	4	1	0	-3	1.4
30	O=C(NC1CCSC1=O)c1ccc(Cl)cc1 (configuration not stated)	-5	-4	-1	6	1.3
31	O=C1CCCC2(O)C1C(c1cccc(Br)c1)NC(=O)N2Cc1ccccc1 (configuration not stated)	14	-3	-1	0	0.9
32	COc1cc2c(cc1OC)C1(C)N(CC2)C(C(C)=O)=NN1c1ccc(Cl)cc1 (configuration not stated)	-2	2	2	0	0.3
33	COc1cccc(NC(=O)C2C3C=CC4(O3)C2C(=O)N(CCCN2CCCC(C)C2)C4C(=O)NC2CCCCC2C)c1 (configuration not stated)	-6	-3	-5	-2	0.0

nr	BCLXL inh	TPT1 inh	MCL1 BIM primary	GLD-1 TGE inh
25	4	2	4	9
26	1	0	11	-4
27	0	0	1	8
28	6	-1	1	-1
29	5	0	6	2
30	0	-2	-2	1
31	6	-5	-3	-4
32	1	8	-11	-1
33	5	-2	7	2

# Remaining list, next part
nr	mol	GSTO1 inh	PAD4 inh	Fam108B counter	PME-1 inh	MEX-5 binding
37	CCN(CC(=O)Nc1ccc(NC(C)=O)cc1)C(=O)C1CCCN(C(=O)c2ccc(Cl)cc2)C1 (configuration not stated)	nt	-6	nt	4	nt
38	COc1ccccc1C(=O)COC(=O)CN1C(=O)c2ccccc2C1=O	-3	2	1	2	-2.2
39	COc1ccc(-n2c(=O)c3ccccc3n(CC(=O)NC3CCCCC3)c2=O)c(OC)c1	-3	-3	-2	2	0.2
40	COc1ccccc1CNC(=O)CN1CCC(NC(=O)c2ccccc2F)CC1	1	1	1	11	1.5
41	CCOC(=O)c1ccc(NC(=O)CSc2nc(N3CCOCC3)nc(N3CCOCC3)n2)cc1	-2	-9	2	3	-2.0
42	COc1ccc(NC(=O)COC(=O)CCNS(=O)(=O)c2ccccc2)cc1OC	5	-2	3	-2	1.2
43	N#C/C(=C\c1ccc(-c2ccccc2[N+](=O)[O-])o1)C(=O)N1CCOCC1	8	1	1	3	-2.0
44	O=C(NCCc1ccccc1)C(=O)NC1CCCCC1	-1	2	0	-6	1.4
45	COC(=O)c1cc(Nc2cc(C)c3ccc(O)cc3n2)cc(C(=O)OC)c1	-79	1	-39	-78	-0.6
46	COc1ccc(Cl)cc1S(=O)(=O)N1CCC(C(=O)NCCc2ccccc2)CC1	5	-1	-3	7	2.3
47	COc1ccc2oc(C(=O)OCC(=O)Nc3ccc(C(=O)N(C)C)cc3)c(C)c2c1	0	-1	-1	-1	3.0
48	O=C(Cn1cnc([N+](=O)[O-])n1)N/N=C/c1cc(Cl)ccc1O	3	-3	0	-6	1.8

nr	BCLXL inh	TPT1 inh	MCL1 BIM primary	GLD-1 TGE inh
37	3	nt	-3	0
38	4	-1	6	-2
39	6	0	2	10
40	5	-3	5	-7
41	-2	-4	-3	-3
42	-8	3	-3	4
43	12	-3	6	1
44	6	-4	10	1
45	0	-5	0	3
46	5	-4	11	3
47	5	-2	5	0
48	1	-4	6	-2

# Additional entries.
nr	mol	GSTO1 inh	PAD4 inh	Fam108B counter	PME-1 inh	MEX-5 binding
49	CSc1nc(C(=O)N2CCc3c([nH]c4ccccc34)C2c2ccccn2)cs1 (configuration not stated)	-2	-9	0	8	1.2
50	CC(C)c1nc(CNC(=O)c2cc(COc3c(F)cccc3F)on2)cs1	1	0	4	-2	-2.5
51	Cc1nc(-c2ccc(NC(=O)c3ccco3)cc2)cs1	0	-3	-3	-2	0.5
52	CCOC(=O)c1c(NC(=S)NCc2ccccc2)sc2c1CCN(C(=O)OCC)C2	6	2	5	-8	2.4
53	Cc1cc(C)cc(CC2CC(=O)N(c3ccc(Cl)cn3)C2=O)c1 (configuration not stated)	-6	-5	0	-5	0.2
54	COC(=O)C(O)(NC(=O)OCc1ccccc1)C(F)(F)F (configuration not stated)	-3	0	6	-1	2.0
55	Cc1cc(Nc2cccc([N+](=O)[O-])c2)c2cccc(C)c2n1	-1	1	1	-2	-1.9
56	COc1ccccc1-c1nc2ccccc2c(=O)n1O	0	-4	5	-4	0.8
57	O=C(N1CCCCCC1)N1CCN(S(=O)(=O)c2ccccc2)CC1	5	3	2	5	-0.9
58	O=C(O)c1ccccc1C(=O)NNc1ccc(Cl)cc1Cl	-4	-2	0	-3	0.6
59	CCOC(=O)c1ccc(N=c2sc(C(=O)OC)cc(=O)n2C2CC2)cc1	4	3	-2	0	0.5
60	CCCCC(=O)Nc1nnc(-c2ccco2)o1	8	3	1	-3	1.1

nr	BCLXL inh	TPT1 inh	MCL1 BIM primary	GLD-1 TGE inh
49	4	2	3	-5
50	8	2	2	2
51	4	0	-1	-1
52	7	-4	8	-4
53	-5	0	3	-2
54	2	0	1	0
55	4	-3	6	8
56	3	-3	7	2
57	2	-2	9	-1
58	8	-4	1	-1
59	3	-2	4	1
60	8	0	5	0

# Record cards, as listed above. Values in the order: GSTO1 inh	PAD4 inh	Fam108B counter	PME-1 inh	MEX-5 binding	BCLXL inh	TPT1 inh	MCL1 BIM primary	GLD-1 TGE inh
# Entry for COc1ccc(-n2c(=O)c3ccccc3n(CC(=O)NC3CCCCC3)c2=O)c(OC)c1 : -3	-3	-2	2	0.2	6	0	2	10
# Entry for CCOC(=O)N1CCN(Cc2nc(-c3ccc(OC)cc3)no2)CC1 : -5	3	0	1	3.0	3	1	-2	4

# Bioassay records as filed in PubChem BioAssay.
